Vif-APOBEC3G blk: qHTS for Inhibitors of Vif-A3G Interactions: qHTS. HeLa A3G-eYFP + Vif (tagged APOBEC3G with the HIV-1 protein that degrades it), YFP fluorescence, overnight. Potency, µM (doses to about 46.1 µM), for the others: at the top dose activity, negative = active, hits mostly inhibitors. DNA dC->dU-editing enzyme APOBEC-3G (Homo sapiens), Q9HC16. AID 602310, 2012. 0.076% of 410,000 active;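 further: potency means the concentration at half of the fitted maximal effect; on the % scale 0 is the no-effect control and ±100 the full control effect; nearly all actives have a fitted effect of over 60% in size; hits raise eYFP signal because A3G escapes Vif-driven loss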
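Read-out is eYFP fluorescence (Ex 488/Em 500-530) from Vif-expressing HeLa A3G-eYFP cells; more signal means A3G escaped Vif-mediated degradation. Cells plated overnight, compound pinned in, incubated overnight at 37 deg C.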
D2 ag: HTS Assay for Allosteric Agonists of the Human D2 Dopamine Receptor: Primary Screen for Agonists; D(2) dopamine receptor (Homo sapiens), P14416; HEK293 T-REx D2 cells, calcium flux agonist mode; activation, % at 2 µM; 0.53% of 340,000 active; AID 485358, 2010;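 active means activation over 3 SD above normal in the single-dose calcium agonist read, cut at about 30% in these data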; further: 0% is about no effect
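Calcium-flux readout, 1 cycle/sec over 180 s following compound pin transfer, in inducible HEK293 Trex D2 cells (force-coupled); dopamine controls included. Positive calcium responses during this window marked compounds as potential agonists.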
Glioma ERSR ind: qHTS for Inducers of the Endoplasmic Reticulum Stress Response (ERSR) in Human Glioma: qHTS; U87-MG GRP78 promoter luciferase reporter, 16 h; Potency, µM, inactives show at the top dose activation, hits mostly activators; 0.02% of 420,000 active; AID 602332, 2012; further: potency means the concentration at half of the fitted maximal effect; series mostly up to about 76 µM; % of control where 0% means no effect; nearly all actives have a fitted effect of over 35% in size
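ERSR induction read as luciferase luminescence (Bright-Glo, 10 min at room temperature) in stably transfected human U87-MG glioma cells exposed to compounds for 16 h, using GRP78 as sensor.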
D2 antagonist: HTS Assay for Allosteric Antagonists of the Human D2 Dopamine Receptor: Primary Screen for Antagonists | 2% of 340,000 active | D(2) dopamine receptor (Homo sapiens), P14416 | inhibition, % at 10 µM | HEK293 TREx D2 cells, calcium flux, dopamine EC80 | AID 485344, 2010; in the data active means inhibition above about 30%; further: 0% is about no effect
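Tetracycline-induced HEK293 TREx cells expressing D2 receptor forced-coupled to calcium signalling, loaded with no-wash calcium dye. Compounds added and calcium flux read 180 s, then dopamine added at EC80 and read a further 180 s.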
ERG-DNA inh: qHTS for Small Molecule Inhibitors of the ERG Ets/DNA interaction; Transcriptional regulator ERG (Homo sapiens), P11308; fluorescence polarization, His-ERG Ets domain / labelled DNA; Potency, µM (highest dose often 76.9 µM), for inactives: at the highest dose FP activity, negative = inhibition, most hits filed as inhibitors; 0.028% of 370,000 active; active means well fitted inhibition curve with a large enough effect in the polarisation, with a control signal flat; inconclusive means small, poorly fitted or top-dose-only effect, or effect the other way, or a change in a side signal; inactive means no such curve, though single readings can be large or run the other way; the % refers to the polarisation;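 further: polarization taken with two DNA probes labelled with fluorescein and Texas red; potency means the concentration at half of the fitted maximal effect; % of control where 0% means no effect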
Target sequence (P11308 whole entry, looked up, the tested form may be a part): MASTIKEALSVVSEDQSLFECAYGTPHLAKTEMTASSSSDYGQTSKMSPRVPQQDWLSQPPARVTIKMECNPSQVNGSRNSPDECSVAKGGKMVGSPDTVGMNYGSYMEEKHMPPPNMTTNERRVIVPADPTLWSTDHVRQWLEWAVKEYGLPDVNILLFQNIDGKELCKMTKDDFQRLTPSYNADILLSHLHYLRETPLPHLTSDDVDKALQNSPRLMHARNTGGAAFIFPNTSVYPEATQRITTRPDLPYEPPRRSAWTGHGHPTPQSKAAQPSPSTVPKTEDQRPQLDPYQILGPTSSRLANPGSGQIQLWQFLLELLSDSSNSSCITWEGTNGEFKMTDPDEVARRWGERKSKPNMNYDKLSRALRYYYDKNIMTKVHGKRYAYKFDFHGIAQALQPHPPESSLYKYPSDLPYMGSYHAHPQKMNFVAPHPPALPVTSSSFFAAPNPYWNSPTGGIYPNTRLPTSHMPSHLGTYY
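His-tagged ERG Ets domain (1 uM in the protein solution; 300mM KCl, 50mM Tris-HCl, 1mM EDTA, 1mM DTT, pH 7.5) received compound, then a probe mix of 5 nM fluorescein-DNA and 100nM Texas-615-DNA. Fluorescence polarization was read for both dyes.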
LDHA inh: qHTS assay for inhibitors of human lactate dehydrogenase | L-lactate dehydrogenase A chain (Homo sapiens), P00338 | purified LDHA, NADH/diaphorase-resazurin fluorescence; active compounds read low | activity change, % (values are at about 110 or 230 µM) | 0.15% of 480,000 active; in the data active means activity change below about -30%; inconclusive means mostly about -25% to -30%;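 further: plate controls were DMSO wells for no effect and wells without enzyme for full effect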
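LDH5 2 nM; NADH 0.06 mM, pyruvate 0.2 mM; 200 mM Tris pH 7.4, EDTA, Tween-20; 5 min RT. Detection: diaphorase 0.133 mg/mL + resazurin 37 µM, fluorescence ex540/em590 at 0 and 20 min; normalized to enzyme-free and DMSO wells.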
12-LOX inh: Primary qHTS assay for inhibitors of human arachidonate 12S-lipoxygenase (ALOX12): Round 2; purified 12hLO, xylenol orange hydroperoxide absorbance; Polyunsaturated fatty acid lipoxygenase ALOX12 (Homo sapiens), P18054; 1.1% of 580,000 active; Potency, µM (top dose mostly 108 µM), for the others: at the highest dose activity change, negative = inhibition, usual class: inhibitors; further: potency means the concentration at half of the fitted maximal effect; on the % scale 0 is the no-effect control and ±100 the full control effect
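Hydroperoxide product was detected by ferrous iron/xylenol orange as the 573 to 405 nm absorbance ratio. Arachidonic acid at 40 uM (final) was turned over for 30 min at room temperature by 150 nM human 12hLO, pH 7.0 Hepes buffer, after 15 min compound preincubation.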
Vif-A3F inh: qHTS for Inhibitors of Vif-A3F Interactions: qHTS; Potency, µM (top dose mostly 46.1 µM), without a hit: at the top dose activity, negative = active; HeLa A3F-eYFP + Vif (tagged APOBEC3F with the HIV-1 protein that degrades it), YFP fluorescence increase; 0.2% of 390,000 active; further: potency means the concentration at half of the fitted maximal effect; % of control where 0% means no effect; nearly all actives have a fitted effect of over 65% in size
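HeLa cells stably expressing Vif plus C-terminally eYFP-tagged A3F were seeded, incubated overnight at 37 deg C, dosed with compound, incubated overnight again at 37 deg C. Yellow fluorescence (Ex 488/Em 500-530) reported blocked Vif-mediated A3F-eYFP degradation.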
RGS4 inh: Inhibitors of Regulator of G Protein Signaling (RGS) 4: qHTS; AID 504845, 2011; Transcreener GDP fluorescence polarization, RGS4-accelerated GTP hydrolysis; 0.039% of 390,000 active; Potency, µM (series often up to 114 µM), for the others: top-dose activity change, negative = inhibition, actives largely listed as inhibitors; further: potency means the concentration at half of the fitted maximal effect; on the % scale 0 is the no-effect control and ±100 the full control effect; nearly all actives have a fitted effect of over 75% in size; some results filed as inactive show a strong effect at the top dose
Target sequence (P49798 whole entry, looked up): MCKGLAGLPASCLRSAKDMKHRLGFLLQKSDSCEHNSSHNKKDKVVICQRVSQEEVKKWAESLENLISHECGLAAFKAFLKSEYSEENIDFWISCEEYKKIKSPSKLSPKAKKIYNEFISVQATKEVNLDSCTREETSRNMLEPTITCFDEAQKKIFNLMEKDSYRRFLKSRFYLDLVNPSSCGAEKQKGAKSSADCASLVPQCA
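MLSMR compounds (23 nl, pin-transferred) preincubated 10 min at room temperature with a 500nM (2x) first reagent, then RGS4 at 900nM (2x) plus Transcreener GDP mix added; fluorescence polarization (620/688 nm) read before and after 90 min at 30 °C.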
* marks the source's active call; other numbers are inactive results; ? = inconclusive; · = not tested or not shown; & = joins results of further samples; [ ] = dose if it differs, or a comment. Unless noted, the call rests on the fitted dose curve; in most records, active means well fitted curve in the direction sought with a large enough effect; inconclusive means small, poorly fitted or top-dose-only effect, or another doubt; inactive means no such curve, though single readings can be large; an effect the other way counts as inactive or inconclusive.

cpd	Structure	Vif-APOBEC3G blk	D2 ag	Glioma ERSR ind	D2 antagonist	ERG-DNA inh	LDHA inh	12-LOX inh	Vif-A3F inh	RGS4 inh
1	COc1ccc(C#Cc2cccc(-c3nc(C(=O)N4CCN(C)CC4)cc4c3[C@H](CCO)N(S(=O)C(C)(C)C)C4)c2)cc1OC (stereo not given in full)	-5%	·	-4%	·	·	0	1%	·	·
2	CCC(=O)Nc1sc(C(=O)N2CCCCC2)c(C)c1C#N	-5%	0.4	-2%	-10	·	-4	23%	-4%	-1%
3	CCOc1ccc(S(=O)(=O)NCCc2csc(-c3ccc(Cl)cc3)n2)cc1	2%	0.8	-2%	·	-11%	1	?	-3%	-21%
4	CC(C)c1ccc(N(C(=O)c2ccco2)C(C(=O)NC2CCCC2)c2ccncc2)cc1 (stereo not given)	-2%	·	-1%	·	11%	-1	-2%	-9%	20%
5	CCO[C@@H]1OC(C(=O)NCc2nc3ccccc3[nH]2)=C[C@H](c2csc3ccccc23)[C@H]1CCCO	-9%	-0.2	0%	7	11%	0	-2%	6%	5%
6	Cn1c(=O)c2c(nc(CN3CCN(C(=O)c4ccco4)CC3)n2Cc2ccc(F)cc2)n(C)c1=O	-3%	2.3	-3%	-21	·	-9	-8%	-1%	9%
7	CC1=C(C(=O)Nc2cccnc2)C(c2ccc(C)cc2)n2nc(SCc3ccccc3F)nc2N1 (stereo not given)	3%	0.9	-4%	·	2%	-3	-2%	-1%	-3%
8	CCCCCCCCCCC[N+](C)(C)CC/C=C1/c2ccccc2Sc2ccc(Cl)cc21	-1%	1.2	-13%	17	-6%	2	·	2%	-52%
9	CCCCNC(=O)Nc1nnc(C(C)(C)C)s1	1%	-1.8	-1%	2	9%	-3	2%	0%	5%
10	CN(C)CC[n+]1ccc(C(=O)c2ccccc2)cc1	-4%	·	-2%	·	7%	7	0%	0%	-19%
11	O=C(Cc1ccc(S(=O)(=O)N2CCOCC2)s1)Nc1ccccc1Br	-1%	·	-1%	·	-2%	-9	6%	6%	15%
12	CC(/C=N\NC(=O)CN1CCN(S(=O)(=O)c2ccc(C)cc2)CC1)=C\c1ccccc1	-1%	-1.2	0%	-1	1%	0	?	10%	-9%
13	C#CCOCCOCCOCCNc1nc(N2CCN(C(=O)CCCCCCCCCCNC(=O)[C@@H](CCC(=O)O)n3cc(CCCCCN)nn3)CC2)nc(N2CCN(C(=O)CCCCCCCCCCNC(=O)[C@H]([C@@H](C)CC)n3cc(CCCCCN)nn3)CC2)n1	-12%	-0.8	-9%	7	-1%	3	·	-17%	-39%
14	COCCN(C(=O)Cn1nnc2ccccc21)C(C(=O)NC1CCCCC1)c1ccc(OC)cc1OC (stereo not given)	2%	-0.1	-2%	15	-2%	2	-11%	-3%	10%
15	Cc1ccc(S(=O)(=O)NCC(=O)NCc2cc(=O)n(C)c(=O)n2C)cc1C	-3%	-1.1	-3%	13	3%	1	28%	-23%	-22%
16	Cc1cccc(-c2ocnc2C(=O)Nc2ccccc2NC(=O)c2ccccn2)c1	-3%	-0.2	3%	-1	-3%	-5	31%[activator]	?	5%
17	O=C(c1nc2ncccn2n1)N1CCN(c2ccccc2)CC1	0%	-1.0	-2%	23	-15%	-5	36%[activator]	-6%	-9%
18	Cc1cccc(NC(=O)c2nc[nH]c2C(=O)N[C@@H](C)c2ccccc2)c1	-4%	-0.4	3%	-4	3%	0	?	3%	4%
19	COCCCNC(=O)CN(c1cc([N+](=O)[O-])ccc1OC)S(C)(=O)=O	-1%	0.4	1%	1	6%	1	0%	-6%	-32%
20	CC(C)CC(=O)Nc1ccc(C(=O)CN2C(=O)NC3(CCOc4ccccc43)C2=O)cc1 (stereo not given)	1%	0.3	-4%	1	-2%	-2	-5%	-16%	27%
21	CC(C)NC(=S)N(CCc1ccncc1)C(C)C	-3%	-0.1	-5%	-19	20%	-2	0%	11%	20%
22	Cc1cccc(NC(=O)CC2CCC2)c1	0%	-0.1	2%	-3	10%	-8	1%	-11%	0%
23	CC(C)c1ccc(OCC(O)Cn2cnc3ccccc32)cc1 (stereo not given)	-5%	1.0	?	6	12%	3	11%	4%	-4%
24	O=C(Nc1c(C(=O)N2CCOCC2)cnn1-c1ccccc1Cl)c1ccco1	-5%	-0.5	-3%	12	10%	1	6%	4%	-25%
25	CC(=O)C1=C(O)C=C(c2ccco2)CC1c1ccco1 (stereo not given)	2%	1.0	5%	6	5%	4	-15%	-8%	-24%
26	COc1ccc(OC)c(-c2nnc3n(Cc4ccc(C)cc4)c(=O)c4ccccc4n23)c1	-10%	0.5	-2%	·	-1%	-9	?	-1%	8%
27	C/C=C/Cn1c(Br)nc2c1c(=O)[nH]c(=O)n2C	1%	1.1	-5%	5	1%	-2&-1	-5%&-14%	?	-28%
28	CCOC(=O)c1ccc2[nH]c3c(c2c1)CCCC3O (stereo not given)	0%	-0.4	4%	-6	-24%	-5	-1%	13%	-22%
29	Cc1ccc2c(c1)C(=C(C#N)C#N)C(=O)N2CCN1CCOCC1	0%	0.7	-4%	-9	21%	17	?	-13%	-37%
30	O=C(CN(C(=O)c1ccc(Cl)cc1)C1CCCCC1)Nc1ccc(Cl)c([N+](=O)[O-])c1	0%	1.3	-4%	-4	2%	1	-19%	-3%	-33%

Record cards, from the list above:
O=C(c1nc2ncccn2n1)N1CCN(c2ccccc2)CC1 is listed with Vif-APOBEC3G blk = 0%; D2 ag = -1.0; Glioma ERSR ind = -2%; D2 antagonist = 23; ERG-DNA inh = -15%; LDHA inh = -5; 12-LOX inh = 36%[activator]; Vif-A3F inh = -6%; RGS4 inh = -9%
C/C=C/Cn1c(Br)nc2c1c(=O)[nH]c(=O)n2C is listed with Vif-APOBEC3G blk = 1%; D2 ag = 1.1; Glioma ERSR ind = -5%; D2 antagonist = 5; ERG-DNA inh = 1%; LDHA inh = -2&-1; 12-LOX inh = -5%&-14%; Vif-A3F inh = ?; RGS4 inh = -28%

Two entries picked at random from those above:
cpd	Structure	Vif-APOBEC3G blk	D2 ag	Glioma ERSR ind	D2 antagonist	ERG-DNA inh	LDHA inh	12-LOX inh	Vif-A3F inh	RGS4 inh
8	CCCCCCCCCCC[N+](C)(C)CC/C=C1/c2ccccc2Sc2ccc(Cl)cc21	-1%	1.2	-13%	17	-6%	2	·	2%	-52%
18	Cc1cccc(NC(=O)c2nc[nH]c2C(=O)N[C@@H](C)c2ccccc2)c1	-4%	-0.4	3%	-4	3%	0	?	3%	4%

(continued)
cpd	Structure	Vif-APOBEC3G blk	D2 ag	Glioma ERSR ind	D2 antagonist	ERG-DNA inh	LDHA inh	12-LOX inh	Vif-A3F inh	RGS4 inh
31	COc1ccc(/C=C2\SC(N3CCc4ccccc4C3)=NC2=O)cc1	-5%	-1.2	0%	-10	-1%	0	-24%	3%	-35%
32	O=C(NCCO)/C(=C\c1ccc(Br)cc1)NC(=O)c1cccs1	2%	1.6	-5%	-1	20%	-14	-22%	13%	9%
33	O=[N+]([O-])c1cc([N+](=O)[O-])c(Oc2cccc(Cl)c2Cl)cc1NN1CCCCC1	0%	·	-6%	·	1%	-3	14%	-5%	2%
34	COc1ccccc1CNc1nc2cc(-c3ccccc3C)sc2c(=O)n1C	5%	·	-4%	·	·	-15	-13%	·	·
35	COc1ccc(OC)c(CNC(=O)c2nn(C)c3c2CS(=O)(=O)c2ccccc2-3)c1	-3%&-4%	-0.8&0.4	-6%&-2%	-3	12%&-3%	0&1	2%&-20%	1%&6%	-6%[56.9 µM]
36	Cc1cccc(-c2ccc3ncnc(NCc4cccs4)c3c2)c1	-2%	0.5	-4%	-11	·	-3	4%	5%	-15%
37	Cc1nn(C)c(C)c1Nc1ccc(N2C(=O)C3CC=CCC3C2=O)cc1[N+](=O)[O-] (stereo not given)	1%	1.0	-3%	8	13%	4	-4%	15%	-2%

Bioassay records deposited in PubChem by National Center for Advancing Translational Sciences (NCATS).

An excerpt; rates above refer to the full screens.
